From PubChem
SIAE inh = human SIAE inhibitors, primary screen, biochemical, fluorescence polarization, FP-Rh probe, 1536-well HTS; Sialate O-acetylesterase (Homo sapiens), Q9HAT2; SIAE FP-Rh probe binding; inhibition, % at 9.66 µM; 0.69% of 370,000 active; AID 1053197, 2014;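 active = inhibition above a cutoff: mean of compounds within the control limits plus 3 SD of those, cut at about 17% in these data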;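 also: 0% = plate median of compound wells and 100% = probe without SIAE protein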
Target sequence (Q9HAT2 whole entry, looked up): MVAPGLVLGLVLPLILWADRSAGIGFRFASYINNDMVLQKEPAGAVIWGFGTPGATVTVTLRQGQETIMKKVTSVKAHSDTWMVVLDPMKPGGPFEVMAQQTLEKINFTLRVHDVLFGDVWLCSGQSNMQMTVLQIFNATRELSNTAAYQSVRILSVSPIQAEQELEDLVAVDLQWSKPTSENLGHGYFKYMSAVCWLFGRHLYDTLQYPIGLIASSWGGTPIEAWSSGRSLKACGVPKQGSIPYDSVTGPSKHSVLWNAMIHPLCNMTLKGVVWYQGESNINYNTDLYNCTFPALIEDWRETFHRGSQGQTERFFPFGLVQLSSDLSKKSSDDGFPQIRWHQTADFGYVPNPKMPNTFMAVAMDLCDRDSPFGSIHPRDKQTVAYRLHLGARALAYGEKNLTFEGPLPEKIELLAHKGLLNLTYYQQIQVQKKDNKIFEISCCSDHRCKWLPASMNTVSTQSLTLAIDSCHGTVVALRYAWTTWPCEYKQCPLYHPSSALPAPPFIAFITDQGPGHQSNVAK
TDP2 inh = human TDP2 enzyme inhibitors, primary screen, biochemical, epi absorbance, recombinant enzyme; 0.34% of 370,000 active; AID 720702, 2013; inhibition, % at 12.8 µM; Tyrosyl-DNA phosphodiesterase 2 (Homo sapiens), O95551; T5PNP hydrolysis, p-nitrophenol absorbance 415 nm;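 active = inhibition above the mean of all tested compounds plus 3 SD, set per campaign, cut at about 25% in these data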;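 also: 0% = DMSO with enzyme and 100% = buffer with substrate but no TDP2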
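Incubation: 2 h at 37 °C; Test system: recombinant human TDP2; Quantity: enzyme 120 nM; Read-out basis: percent inhibition; Medium: 50 mM Tris-HCl pH 7.5 with Mg2+, KCl, DTT, BSA; Repeats: single replicate; Compound: 12.8 µM single point, 1% DMSO; Signal: epi absorbance; Reagent: 5 mM T5PNP chromogenic substrate; Benchmarks: no-enzyme high, DMSO-plus-enzyme low.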
PRMT1 inh = PRMT1 methyltransferase inhibitors, primary screen, biochemical, fluorescence polarization; Protein arginine N-methyltransferase 1 (Homo sapiens), Q99873; recombinant PRMT1, activity-based probe fluorescence polarization; inhibition, % at 2.79 µM; 1.3% of 370,000 active; AID 652257, 2013;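 active = inhibition above about 21% made by adding two undisclosed values, limit read from the data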
Target sequence (Q99873 whole entry, looked up): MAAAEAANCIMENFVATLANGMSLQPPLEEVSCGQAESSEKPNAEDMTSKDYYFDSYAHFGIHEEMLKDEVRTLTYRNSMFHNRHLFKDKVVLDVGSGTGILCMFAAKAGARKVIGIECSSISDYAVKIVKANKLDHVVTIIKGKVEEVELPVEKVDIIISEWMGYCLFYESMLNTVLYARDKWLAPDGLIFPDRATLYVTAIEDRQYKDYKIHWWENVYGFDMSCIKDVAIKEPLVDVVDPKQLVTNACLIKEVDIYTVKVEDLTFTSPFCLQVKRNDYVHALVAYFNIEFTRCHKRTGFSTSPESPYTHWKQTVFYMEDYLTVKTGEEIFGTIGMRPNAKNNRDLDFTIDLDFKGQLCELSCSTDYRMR
LEDGF integ inh = blockers of LEDGF/p75-dependent integrase strand transfer – biochemical, TR-FRET, high throughput, primary screen; AID 743269, 2014; inhibition, % at 3.7 µM; TR-FRET IN-LEDGF/p75 DNA integration, Eu/Cy5; HIV-1 integrase (with human LEDGF/p75); 0.64% of 370,000 active;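 active = inhibition above the screen-wide mean plus 3 SD, cut at about 13% in these data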;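 also: signal is the Cy5 over europium emission ratio at 671 and 618 nm; 0% = plate median of compound wells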
TCR CD3 inh = inhibitors of human TCR-CD3 interaction, primary screen, biochemical, fluorescence, TAMRA-labeled TCR probe; 0.37% of 360,000 active; inhibition, % at 9.4 µM; T-cell receptor (TCR); AID 651800, 2012; in the data active = inhibition above about 19%;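 also: recombinant mutant TCR 2C K166C tagged with TAMRA read by polarization; 0% = receptor in buffer alone and 100% = receptor with positive control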
NR1D1 modulator = modulators of Rev-erb alpha DNA binding, primary screen, biochemical, FITC-DNA, fluorescence polarization, uHTS. 0.79% of 370,000 active. Rev-erbα–FITC-DNA binding, 90 min. activity, % at 10 µM;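 active = activity above about 14%, limit read from the data; passing the limit was not always enough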;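 also: 0% = DMSO wells with 35 nM protein and 100% = DMSO wells with 750 nM protein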
PG9 binder = binders of HIV-1 gp120 antibody PG9, primary screen, biochemical, TR-FRET; HIV-1 gp120 / PG9 antibody interaction; TR-FRET gp120-PG9 antibody binding; inhibition, % at 6.7 µM; 0.43% of 360,000 active; AID 624416, 2012; in the data active = inhibition above about 8.5%
mABHD4 FP = ABHD4 inhibitors, primary screen, biochemical, fluorescence polarization, mouse; purified mABHD4, FP-Rh probe fluorescence polarization; inhibition, % at 8.92 µM; (Lyso)-N-acylphosphatidylethanolamine lipase (Mus musculus), Q8VD66; 0.54% of 370,000 active;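 active = inhibition exceeding the mean over every tested compound plus 3 SD, cut at about 30% in these data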;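 also: 0% = plate median of compound wells and 100% = S159A mutant with DMSO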
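Material: mouse ABHD4 enzyme, wild type; Benchmarks: S159A mutant high control, sample median low control; Buffer or medium: HEPES pH 7.0, NaCl, Pluronic buffer; Signal: fluorescence polarization; Read-out: percent inhibition of probe binding, normalized to plate controls; Timing: pre-incubation 45 min, probe exposure 60 min, at 25 °C; Dosing: 8.92 µM, single dose.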
rCAG binder = binders of r(CAG) RNA repeats, primary screen, biochemical, fluorescence | r(CAG) RNA repeat, TO-PRO-1 dye displacement fluorescence | 1.3% of 370,000 active | inhibition, % at 3 µM;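 active = inhibition above the plate cutoff, the mean of all test compounds on that plate plus 3 SD, cut at about 35% in these data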;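 also: 0% = DMSO alone and 100% = 100 µM mitoxantrone as full dye displacement; higher means more dye released from RNA so lower well fluorescence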
HTRA1 inhibitor = HTRA1 serine protease inhibitors, primary screen, biochemical, fluorescence polarization, HTS | recombinant HTRA1, FP-rhodamine activity-based probe | inhibition, % at 5.96 µM | AID 504803, 2011 | Q92743 | 0.5% of 340,000 active; in the data active = inhibition above about 36%;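 also: 0% = enzyme with DMSO and 100% = wells lacking enzyme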
* marks the source's active call; other numbers are inactive results. Some of the compounds tested; rates above refer to the full screens.

How did CCCCN(CC)CCCNC(=O)c1cn(CC)c2ccc(S(=O)(=O)N3CCc4ccccc4C3)cc2c1=O do in these assays?
SIAE inh: -4; TDP2 inh: -5; PRMT1 inh: -3; LEDGF integ inh: -1; TCR CD3 inh: -4; NR1D1 modulator: -6; PG9 binder: -0.6; mABHD4 FP: 4; rCAG binder: 0; HTRA1 inhibitor: -11

How did CCCOc1ccc(C(=O)C(CCC(CNCC)C(=O)c2ccc(OCCC)cc2)CNCC)cc1 (stereo not given) do in these assays?
SIAE inh: 6; TDP2 inh: -7; PRMT1 inh: -2; LEDGF integ inh: 2; TCR CD3 inh: -2; NR1D1 modulator: 2; PG9 binder: -0.8; mABHD4 FP: 20; rCAG binder: 15; HTRA1 inhibitor: 3

What do the screens show for `Cn1cnnc1Sc1ccc(/C=C(\CC(=O)O)c2nc3ccccc3s2)cc1[N+](=O)[O-]`?
SIAE inh: -4; TDP2 inh: -2; PRMT1 inh: 2; LEDGF integ inh: 3; TCR CD3 inh: 0; NR1D1 modulator: -6; PG9 binder: -1.9; mABHD4 FP: 3; rCAG binder: 14; HTRA1 inhibitor: 4

Results for CC(C)(C)c1ccc(C(=O)C2CCCN(C(=O)c3ccccn3)C2)cc1 (stereo not given) ?
SIAE inh: -3; TDP2 inh: -7; PRMT1 inh: -4; LEDGF integ inh: -1; TCR CD3 inh: 0; NR1D1 modulator: 3; PG9 binder: -2.3; mABHD4 FP: -2; rCAG binder: -8; HTRA1 inhibitor: -3

What do the screens show for `Cc1ccc(OCCCCn2ccnc2)c([N+](=O)[O-])c1`?
SIAE inh: 5; TDP2 inh: 5; PRMT1 inh: -3; LEDGF integ inh: 0; TCR CD3 inh: 8; NR1D1 modulator: 2; PG9 binder: -1.2; mABHD4 FP: 11; rCAG binder: -4; HTRA1 inhibitor: -3

How did N/C(Cc1nc2ccccc2s1)=N\O do in these assays?
SIAE inh: -11; TDP2 inh: -22; PRMT1 inh: 0; LEDGF integ inh: 1; TCR CD3 inh: -2; NR1D1 modulator: 1; PG9 binder: -3.6; mABHD4 FP: -9; rCAG binder: 8; HTRA1 inhibitor: 11

What do the screens show for `COc1ccc(NC(=O)CCS(=O)(=O)c2ccc3c(c2)CCCN3C(C)=O)cc1`?
SIAE inh: -3; TDP2 inh: 4; PRMT1 inh: 1; LEDGF integ inh: -1; TCR CD3 inh: 5; NR1D1 modulator: 1; PG9 binder: 1.4; mABHD4 FP: 1; rCAG binder: -2; HTRA1 inhibitor: 6

Results for CN(C)S(=O)(=O)c1cccc(NC(=O)COC(=O)C2(c3ccccc3F)CCCC2)c1 ?
SIAE inh: -20; TDP2 inh: -13; PRMT1 inh: -2; LEDGF integ inh: 5; TCR CD3 inh: -1; NR1D1 modulator: 9; PG9 binder: -2.6; mABHD4 FP: -29; rCAG binder: 9; HTRA1 inhibitor: -23

Results for O=C1CC(N2CCOCC2)C(=O)N1CCN1C(=O)CC(N2CCOCC2)C1=O (stereo not given) ?
SIAE inh: -3; TDP2 inh: -8; PRMT1 inh: 9; LEDGF integ inh: 1; TCR CD3 inh: -2; NR1D1 modulator: 2; PG9 binder: 0.3; mABHD4 FP: 0; rCAG binder: 8; HTRA1 inhibitor: -2

How did Cc1c(CN2CCCCC2C)c(=O)n(-c2ccccc2)n1C (stereo not given) do in these assays?
SIAE inh: 11; TDP2 inh: 4; PRMT1 inh: -1; LEDGF integ inh: -3; TCR CD3 inh: 9; NR1D1 modulator: -3; PG9 binder: -2.9; mABHD4 FP: -5; rCAG binder: 3; HTRA1 inhibitor: -2

How did Cc1cccc(NC(=O)CCN2C(=O)c3ccccc3C2=O)n1 do in these assays?
SIAE inh: -7; TDP2 inh: -6; PRMT1 inh: 1; LEDGF integ inh: -1; TCR CD3 inh: -2; NR1D1 modulator: 6; PG9 binder: 1.8; mABHD4 FP: -3; rCAG binder: -4; HTRA1 inhibitor: 2

What do the screens show for `COc1ccc(-n2ncc3c2CC(C)(C)CC3NC(=O)c2cn[nH]c2)cc1` (stereo not given)?
SIAE inh: 9; TDP2 inh: 4; PRMT1 inh: -2; LEDGF integ inh: 4; TCR CD3 inh: 5; NR1D1 modulator: -5; PG9 binder: -1.0; mABHD4 FP: 2; rCAG binder: -5; HTRA1 inhibitor: 9

Results for CCCCSCCCNC(=O)CS(=O)Cc1nc(-c2cccc(C)c2)oc1C (stereo not given) ?
SIAE inh: 5; TDP2 inh: 7; PRMT1 inh: 0; LEDGF integ inh: -3; TCR CD3 inh: 12; NR1D1 modulator: 3; PG9 binder: -1.5; mABHD4 FP: -5; rCAG binder: -7; HTRA1 inhibitor: -8

What do the screens show for `Cc1ccc(S(=O)(=O)N2CCN(C(=O)CCC(=O)NCCc3ccc(F)cc3)CC2)cc1`?
SIAE inh: 0; TDP2 inh: -9; PRMT1 inh: -3; LEDGF integ inh: 0; TCR CD3 inh: 3; NR1D1 modulator: 0; PG9 binder: -2.3; mABHD4 FP: 2; rCAG binder: -9; HTRA1 inhibitor: 4

How did Cc1cc(C)cc(NC(=S)N2CCN(c3ccccn3)CC2)c1 do in these assays?
SIAE inh: 1; TDP2 inh: 4; PRMT1 inh: -1; LEDGF integ inh: -5; TCR CD3 inh: 1; NR1D1 modulator: -2; PG9 binder: -2.2; mABHD4 FP: -2; rCAG binder: -6; HTRA1 inhibitor: -1

What do the screens show for `Cc1cc(NS(=O)(=O)c2ccc(NC(=O)CSc3nnc(-c4ccc(Cl)cc4)n3Cc3ccco3)cc2)nc(C)n1`?
SIAE inh: 3; TDP2 inh: 4; PRMT1 inh: 1; LEDGF integ inh: 5; NR1D1 modulator: -6; mABHD4 FP: 5; rCAG binder: 38*

Results for COc1ccc(NS(=O)(=O)c2ccc3nc(COc4ccc5ccccc5c4)[nH]c3c2)cc1 ?
SIAE inh: -180; TDP2 inh: -7; PRMT1 inh: 0; LEDGF integ inh: -8; TCR CD3 inh: 7; NR1D1 modulator: 0; PG9 binder: -0.4; mABHD4 FP: -96; rCAG binder: 51*; HTRA1 inhibitor: -85

How did CCCN1CCS(=O)(=O)N(Cc2cn(CC(=O)OCC)nn2)C(C(=O)OC)C1 (stereo not given) do in these assays?
SIAE inh: 2; TDP2 inh: -6; PRMT1 inh: 4; LEDGF integ inh: 6; NR1D1 modulator: -5; mABHD4 FP: 1; rCAG binder: -1

What do the screens show for `CCc1ccccc1Oc1coc2cc(O)ccc2c1=O`?
SIAE inh: -4; TDP2 inh: 15; PRMT1 inh: -1; LEDGF integ inh: -1; TCR CD3 inh: 3; NR1D1 modulator: 3; PG9 binder: -2.5; mABHD4 FP: -11; rCAG binder: 5; HTRA1 inhibitor: -5

How did COCc1ccc(C(=O)NC2CCSc3ccccc32)cc1 (stereo not given) do in these assays?
SIAE inh: 8; TDP2 inh: 17; PRMT1 inh: -3; LEDGF integ inh: -1; TCR CD3 inh: 3; NR1D1 modulator: -4; PG9 binder: -0.2; mABHD4 FP: -4; rCAG binder: -3; HTRA1 inhibitor: 2

How did COc1ccc(C)cc1S(=O)(=O)N1CCCCCC1 do in these assays?
SIAE inh: -9; TDP2 inh: -9; PRMT1 inh: -7; LEDGF integ inh: 6; TCR CD3 inh: -2; NR1D1 modulator: -5; PG9 binder: 1.1; mABHD4 FP: -9; rCAG binder: -3; HTRA1 inhibitor: 6

Results for O=C(COC(=O)C1CCN(c2ccc(C(F)(F)F)cn2)CC1)c1ccccc1Cl ?
SIAE inh: -3; TDP2 inh: 15; PRMT1 inh: -5; LEDGF integ inh: 3; TCR CD3 inh: -7; NR1D1 modulator: 7; PG9 binder: -0.5; mABHD4 FP: -6; rCAG binder: -2; HTRA1 inhibitor: -22

What do the screens show for `CC(O)Cc1cn(CC(=O)N2CCNCC2)nn1` (stereo not given)?
SIAE inh: 2; TDP2 inh: 3; PRMT1 inh: -2; LEDGF integ inh: 0; TCR CD3 inh: 9; NR1D1 modulator: -6; PG9 binder: -0.2; mABHD4 FP: -1; rCAG binder: 0; HTRA1 inhibitor: 1

How did COc1cc2[nH]c(C(=O)N3CC(C)OC(C)C3)cc2c(OC)c1OC (stereo not given) do in these assays?
SIAE inh: 1; TDP2 inh: 2; PRMT1 inh: 5; LEDGF integ inh: 1; TCR CD3 inh: -4; NR1D1 modulator: -8; PG9 binder: -0.5; mABHD4 FP: -4; rCAG binder: -5; HTRA1 inhibitor: 1

How did O=C(c1ccc(NC(=S)NCc2ccc(Cl)cc2)cc1)N1CCCCC1 do in these assays?
SIAE inh: 4; TDP2 inh: 7; PRMT1 inh: 2; LEDGF integ inh: 3; TCR CD3 inh: 6; NR1D1 modulator: 4; PG9 binder: -1.4; mABHD4 FP: -3; rCAG binder: -2; HTRA1 inhibitor: -8

How did COc1ccc(N2C[C@H](CSC)[C@@H](CC(=O)Nc3ccc(Br)cc3)C2=O)cc1 do in these assays?
SIAE inh: -5; TDP2 inh: 3; PRMT1 inh: -4; LEDGF integ inh: -5; TCR CD3 inh: 4; NR1D1 modulator: 4; PG9 binder: -0.8; mABHD4 FP: -1; rCAG binder: 4; HTRA1 inhibitor: -33

Results for Cc1ccc(NC(=O)CCNS(=O)(=O)c2ccccc2F)cc1S(=O)(=O)N1CCOCC1 ?
SIAE inh: 0; TDP2 inh: -4; PRMT1 inh: -1; LEDGF integ inh: -2; TCR CD3 inh: 7; NR1D1 modulator: 7; PG9 binder: 0.2; mABHD4 FP: 2; rCAG binder: 3; HTRA1 inhibitor: -1

How did O=C(CSc1n[nH]c(-c2ccccn2)n1)Nc1ccc(F)cc1 do in these assays?
SIAE inh: -2; TDP2 inh: 6; PRMT1 inh: 1; LEDGF integ inh: -5; TCR CD3 inh: -6; NR1D1 modulator: 2; PG9 binder: -1.6; mABHD4 FP: -4; rCAG binder: 2; HTRA1 inhibitor: 3

What do the screens show for `CC(C)Oc1ccc(S(=O)(=O)N2CCOCC2)cc1NC(=O)Cc1c(F)cccc1Cl`?
SIAE inh: 3; TDP2 inh: 29*; PRMT1 inh: 1; LEDGF integ inh: 2; TCR CD3 inh: -2; NR1D1 modulator: -5; PG9 binder: -0.7; mABHD4 FP: -5; rCAG binder: -1; HTRA1 inhibitor: -16
